HSP90 refold inh = inhibitors of HSP90 luciferase refolding in rabbit reticulocyte lysate. luciferase refolding luminescence, 3 h. inhibition, % at 5.6 µM. 0.91% of 290,000 active. AID 1789;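 active means inhibition above the screen-wide mean plus 3 SD, computed separately per campaign, cut at about 16% in these data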;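 further: 0% = DMSO wells and 100% = 60 µM geldanamycin wells; inhibitors lower the luminescence because luciferase stays unfolded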
GSK3 alpha inh = inhibitors of human GSK-3 alpha kinase; P49840; inhibition, % at 10 µM; AID 2650; 0.1% of 320,000 active; ADP-Glo luminescence, 60 min;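 in the data active means inhibition above about 50%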;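 further: GST-tagged GSK-3 alpha with peptide substrate and 25 µM ATP; 0% = DMSO neutral wells and 100% = GW8510 positive control wells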
Target sequence (P49840 whole entry, looked up): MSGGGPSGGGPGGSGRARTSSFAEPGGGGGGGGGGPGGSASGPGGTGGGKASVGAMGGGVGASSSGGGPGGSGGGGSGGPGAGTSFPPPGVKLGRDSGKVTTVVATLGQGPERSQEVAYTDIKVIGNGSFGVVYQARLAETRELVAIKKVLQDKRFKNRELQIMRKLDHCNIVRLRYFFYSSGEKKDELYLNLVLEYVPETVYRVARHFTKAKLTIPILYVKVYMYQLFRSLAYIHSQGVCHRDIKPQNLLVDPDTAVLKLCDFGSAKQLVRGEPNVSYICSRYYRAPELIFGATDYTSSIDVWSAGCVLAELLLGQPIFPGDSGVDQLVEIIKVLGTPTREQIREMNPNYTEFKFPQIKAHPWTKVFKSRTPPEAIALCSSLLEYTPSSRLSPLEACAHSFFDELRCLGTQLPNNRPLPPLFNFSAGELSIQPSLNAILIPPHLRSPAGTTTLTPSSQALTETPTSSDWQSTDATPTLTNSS
IEC-6 cytotox = kills IEC-6 intestinal cells in KLF5 counter-screen; IEC-6 cytotoxicity, luminescence viability; inhibition, % at 5 µM; 0.78% of 290,000 active; in the data active means inhibition above about 22%;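 further: 0% = plate median of test compound wells and 100% = cytotoxic reference compound wells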
GSK3B inh = inhibitors of human GSK3beta kinase; GST-GSK3beta kinase, ADP-Glo luminescence, 60 min; hits give low values; P49841; activity score (negative = inhibition), % at 10 µM; 0.038% of 300,000 active;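 active means more than half of replicate wells score below -50%, meaning over 50% inhibition versus plate controls; inconclusive means some replicates but at most half score below -50%; inactive means no replicate scores below -50%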;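 further: 0% = median DMSO wells and -100% = median GW8510 positive control wells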
Target sequence (P49841 whole entry, looked up): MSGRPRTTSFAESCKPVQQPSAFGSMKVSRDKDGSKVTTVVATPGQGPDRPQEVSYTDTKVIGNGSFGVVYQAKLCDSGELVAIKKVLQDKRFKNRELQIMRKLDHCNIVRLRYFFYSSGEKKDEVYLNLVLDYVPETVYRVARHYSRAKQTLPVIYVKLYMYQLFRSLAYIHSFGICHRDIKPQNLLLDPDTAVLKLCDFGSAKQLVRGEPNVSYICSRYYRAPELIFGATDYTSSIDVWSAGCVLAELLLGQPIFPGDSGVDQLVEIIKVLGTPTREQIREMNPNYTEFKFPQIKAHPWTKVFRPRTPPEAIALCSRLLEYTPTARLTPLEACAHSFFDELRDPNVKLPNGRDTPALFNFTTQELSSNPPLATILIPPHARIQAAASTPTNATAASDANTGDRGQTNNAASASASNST
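Assay system: GST-fused GSK3beta enzyme, cell-free / Medium: Tris pH 7.5 buffer with MgCl2, DTT, BSA, heparin / Also added: peptide substrate plus 25 µM ATP (final) / Compound: 10 µM single point / Timing: kinase reaction with compound 60 min at room temperature / Detection: ADP-Glo luminescence / Benchmarks: DMSO neutral wells and GW8510 at 20 µM as positive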
aSyn UTR inh = 5' untranslated region of α-synuclein, MLPCN primary screen; alpha-synuclein 5'UTR reporter, inhibitor activity; inhibition, % (tested at 7.5 µM); 0.82% of 300,000 active; AID 1813; in the data active means inhibition above about 60%; inconclusive means no clear call, values can overlap the other calls;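 further: H4 neuroglioblastoma cells stably carrying SNCA 5'UTR luciferase fusion; 0% = DMSO wells and 100% = positive control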
HSF1 inhib = HSF1 inhibition | 0.77% of 300,000 active | activity change, negative = inhibition, % at 7.5 µM (by protocol) | NIH3T3-HGL HSE-luciferase, MG132-induced, luminescence 8 h; hits give low values;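 active means more than half of replicate wells show activity change below -50%, luminescence cut by over half; inconclusive means some wells, but at most half, below -50%; inactive means no replicate well below -50%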;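 further: luciferase reports HSF-1 transcriptional activity via heat shock element; 0% = median of DMSO wells and -100% = zero luminescence signal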
KLF5 inhibitor = inhibitors of KLF5 expression; DLD-1 KLF5 promoter-luciferase reporter, luminescence; inhibition, % at 5 µM; 0.23% of 290,000 active; AID 1700;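 active means inhibition above a per-plate limit of that plate's mean compound inhibition plus 3 SD, cut at about 60% in these data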;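 further: 0% = DMSO wells and 100% = LY294002 at 200 µM; higher means less KLF5 promoter-driven luciferase light; inactives centre near -14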
Dyrk1A ADPGlo = Dyrk1A (rat) kinase inhibition; 0.43% of 310,000 active; inhibition, % at 12.5 µM; ADP-Glo luminescence, NFATc1 peptide; in the data active means inhibition above about 50%;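 further: plate controls were vehicle with enzyme for no effect and no enzyme for full effect; many of its hits are not listed in these tables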
Platelet DG rel = modulates dense granule release in human platelets; human platelet-rich plasma, SFLLRN dense granule ATP release, luminescence; inhibition, %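 (compounds screened at 7.5 µM in platelet-rich plasma)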; 0.22% of 300,000 active; AID 1663;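 active means mean replicate score, as percent of positive control, at or above 50; inconclusive means mean below 50 but at least one replicate at or above 50; inactive means mean and every replicate below 50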
HSF-1 act = increases HSF-1 driven luciferase reporter signal | NIH3T3-HGL HSF-1 luciferase reporter, MG132, 8 h; 100% = twice DMSO control signal | activation, % at 9 µM | 1.7% of 300,000 active | AID 504408;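 active means mean replicate activation of at least 50% with a set share of replicates each reaching 50%; inconclusive means only one of those two conditions met; inactive means mean below 50% and too few replicates reaching it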;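 further: 0% = median of the neutral control wells and 100% = twice that signal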
Active calls of the source: *; ? = inconclusive; nt = not tested or not shown; & = joins results of further samples.

SMILES	HSP90 refold inh	GSK3 alpha inh	IEC-6 cytotox	GSK3B inh	aSyn UTR inh	HSF1 inhib	KLF5 inhibitor	Dyrk1A ADPGlo	Platelet DG rel	HSF-1 act
CC(=O)NC(Cc1ccccc1C)C(=O)NC1CCN(C(=O)c2ccc(C)cc2)CC1 (centres undefined)	3	-5	6	-1	2	2	6	-3	1	3
O=C(NCCSc1ccccn1)c1ccc(Cl)cc1Cl	11	-38	10	2	-93	19	-72	0	6	39
CSc1ccc(C#N)cc1NC(=O)c1cccnc1Cl	-2	1	-2	-4	-10	-20	-31	-4	-4	-31
O=C(CSCc1ccccc1Cl)NCCSc1ccccn1	0	-1	-13	2	-19	5	-15	-5	-1	-9
CC(=O)OCCN(CCCn1c(-c2ccncc2)nc2ccccc21)c1nc(CN2CCCCC2)cs1	-7	16	-1	0	-22	12	-15	5	0	-5
COc1cc(/C=C2/SC(=NCc3ccccc3)N(Cc3ccccc3)C2=O)ccc1O	2	nt	-1	-2	22	-10	-16	-2	13	-5
Cc1ccc(NC(=O)C2CCN(C(=O)c3cccs3)CC2)c(C)c1	-1	0	-2	3	13	-6	12	4	2	-1
OCCOCCN1CCN(C2=Nc3ccccc3Sc3ccccc32)CC1	-4&4	-1&-6	1&-1	2&4	-19&-2	-4&-3	-20&-16	18&-2	-2&3	-18&-3
O=C(CNC(=O)[C@@H]1Cc2ccccc2CN1)NC1CCCCC1	-6	0	-3	3	-1	-8	-25	-4	-10	-27
COc1ccc(OC)c(S(=O)(=O)N(C)CC(=O)Nc2ccc3c(c2)OCCO3)c1	2	-1	-1	0	3	-5	-5	5	-3	-6
Cc1c(-c2ccncc2)oc2ccc(Br)cc2c1=O	-3	-1	-2	-6	-31	10	2	nt	11	7
CC(C)CCn1cnc2c([nH]c3cccc(Cl)c32)c1=O	2	0	0	-1	6	16	-17	17	-22	17
COc1ccccc1NC(=O)c1ccc(NC(=O)C2COc3ccccc3O2)cc1 (centres undefined)	4	-2	3	nt	34	1	-5	1	-6	13
Cc1noc(C)c1COC(=O)C1COc2ccccc2O1 (centres undefined)	0	1	2	1	1	1	-12	42	0	-8
Cc1nc2sc(C(c3cccs3)N3CCC4(CC3)OCCO4)c(O)n2n1 (centres undefined)	-2	0	-1	3	-2	-10	-47	5	-2	5
Cc1ccc2c(c1)N(CCC(=O)NC1CC1)C(=O)C(C)O2 (centres undefined)	2	-1	4	-1	0	-6	-15	-3	-4	1
Cc1ccc(-c2[nH]nc(N)c2N=Nc2ccccc2C)cc1	1	-1	7	1	-31	-8	12	3	2	5
O=C(CSc1nccn1-c1ccc(Cl)cc1)N1CCCc2ccccc21	1	-5	-1	-1	18	-2	-26	-2	12	-1
O=C1CC(N2CCOCC2)=NN1c1ccc([N+](=O)[O-])cc1	3	-1	-1	2	-29	4	-32	nt	7	6
CCC(C(=O)Nc1cccnc1)n1c(=O)[nH]c2ccccc2c1=O (centres undefined)	-2	-1	2	0	-6	-8	-21	4	-6	-23
COc1ccc(-n2cc(C(=O)Nc3cc([N+](=O)[O-])ccc3OC)c3ccccc3c2=O)cc1	4	2	2	1	37	2	-26	-1	23	28
C/C=C/c1ccc(OCCCNC(C)CC)c(OC)c1 (centres undefined)	2	-9	-4	2	6	1	-24	-3	2	-4
CCCCNC(=O)CS(=O)Cc1nc(-c2cccc(C)c2)oc1C (centres undefined)	-2	-1	2	1	1	-3	-20	4	21	-3
O=S(=O)(c1ccc(-c2ccccn2)s1)N1CCC2(CC1)OCCO2	-1	1	-4	2	-2	-8	-20	nt	3	0
COc1ccc(CCNC(=O)c2ccc3c(c2)OCO3)cc1	-4	-1	-3	4	-61	3	-67	-1	2	17
CCOC(=O)c1ccccc1NC(=O)CSc1nc2ccccc2n1CC(=O)N1CCCC1	-2	-2	-3	0	4	-1	-7	-6	0	13
CCOC(=O)c1[nH]c2ccccc2c1NC(=O)C1CCCCC1	1	-1	0	-1	7	-5	-12	3	-5	-23
N#Cc1ccc(OCC(=O)Nc2ccncc2)cc1	-1	6	-6	0	9	0	-17	8	3	-3
O=C(Nc1ccc2oc(-c3ccccc3Cl)nc2c1)c1cncc(Br)c1	-2	-1	3	1	-40	-3	-57	4	0	17
COc1cc(C2C(C(C)=O)=C(O)C(=O)N2CCN(C)C)ccc1O (centres undefined)	-1	-1	0	1	-9	-8	-6	6	9	5
CCOC(=O)NCc1ccc(Cl)c(Cl)c1	2	-1	-4	2	9	-1	-19	-1	3	7
O=C(CO/N=C/c1ccc(OC(F)F)cc1)NCc1ccc(F)cc1	1	-3	1	0	-18	-40	2	2	-8	-51
COc1ccccc1OCCC(=O)OCC(=O)NCc1ccc(Cl)cc1	-2	-3	-1	0	-8	3	-19	nt	-7	25
Cc1cc(C)n(CC(=O)N/N=C/c2cccc([N+](=O)[O-])c2)n1	6	4	0	-5	-27	-2	-23	-1	2	5
Fc1cccc(CSc2nnc3ccc(-c4ccncc4)nn23)c1	4	0	-4	3	17	-10	-18	8	-2	10
COCCCNC(=O)C(=O)NC1CCCCCC1	-5	-1	2	-4	-50	-8	-36	-2	-6	29
CCOCC(=O)Nc1cc([N+](=O)[O-])ccc1OC	3	-2	6	-3	-23	4	-10	3	-2	6
Cc1nn(Cc2ccc(Cl)c(Cl)c2)c(C)c1NC(=O)c1cc(C2CC2)on1	0	-2	-1	3	15	15	-3	2	21	17
CC(C)c1nc(C(=O)N2CCCC(N3CCN(c4cccc(Cl)c4)CC3)C2)cs1 (centres undefined)	2	1	2	0	-33	4	-29	nt	-8	41
Cc1ccc(S(=O)(=O)Nc2cc(C(F)(F)F)ccc2N2CCOCC2)cc1C	-4	1	-1	4	-4	-2	-19	-3	7	-5

Fetched by structure from the list above:
SMILES	HSP90 refold inh	GSK3 alpha inh	IEC-6 cytotox	GSK3B inh	aSyn UTR inh	HSF1 inhib	KLF5 inhibitor	Dyrk1A ADPGlo	Platelet DG rel	HSF-1 act
COc1ccc(-n2cc(C(=O)Nc3cc([N+](=O)[O-])ccc3OC)c3ccccc3c2=O)cc1	4	2	2	1	37	2	-26	-1	23	28
N#Cc1ccc(OCC(=O)Nc2ccncc2)cc1	-1	6	-6	0	9	0	-17	8	3	-3

Carrying on:
SMILES	HSP90 refold inh	GSK3 alpha inh	IEC-6 cytotox	GSK3B inh	aSyn UTR inh	HSF1 inhib	KLF5 inhibitor	Dyrk1A ADPGlo	Platelet DG rel	HSF-1 act
Nc1nnc(SCC(=O)Nc2cccc3ccccc23)s1	-3	2	7	-3	7	18	4	-2	3	?
c1ccc(CCn2nnnc2CN2CCCc3ccccc32)cc1	-1	-19	4	-1	-1	4	-27	4	nt	31
COc1cc(C(C(=O)NC2CCCC2)N(Cc2ccccc2)C(=O)c2snc(C(N)=O)c2N)ccc1O (centres undefined)	0	-1	2	-1	-28	2	4	-3	-16	19
COc1ccccc1N(CC(O)COc1ccccc1C)S(=O)(=O)c1ccccc1 (centres undefined)	-2	-2	2	0	-5	nt	-33	5	1	nt
O=C(CSc1n[nH]c(-c2ccccc2)n1)Nc1ccccc1O	-6	1	-3	-1	-7	37	-23	nt	4	65*
C=C(C)CN(Cc1ccccc1)C(=S)Nc1ccccc1	1	-4	0	1	8	6	-1	0	-4	5
Cc1c(N/N=C(\C#N)C(=O)c2ccc(Cl)cc2)c(=O)n(-c2ccccc2)n1C	2	-1	20	-3	86*	-5	31	-1	-16	-9
CC1CCc2nc3ccccc3c(C(=O)OCC(=O)N(C)C3CCS(=O)(=O)C3)c2C1 (centres undefined)	-2	1	-4	1	19	4	-30	nt	-3	-13
CCCn1c(O)c(N=Nc2ccc3ccccc3n2)c2ccccc21	-1	nt	-6	1	-177	2	-19	-10	4	-9
OC1CCN(c2c3c(nc4cc(-c5cccc(F)c5)nn24)CCCC3)CC1	-3	-5	-7	1	-7	-3	-20	-6	3	-4
Cc1cccn2c(=O)nc(SCC(=O)NCc3ccccc3Cl)nc12	nt	-2	nt	-3	-12	-5	nt	-2	3	0
CCCSc1nc(SCC(=O)NCc2ccccc2)c2c3c(sc2n1)COC(C)(CC)C3 (centres undefined)	28*	0	3	1	35	-8	-20	1	-2	-13
CCN(CC)S(=O)(=O)c1ccc2c(c1)c(=O)c(C(=O)NCCN(C)CCc1ccccc1)cn2C	2	2	-4	1	-1	4	-25	7	-1	-9
c1ccc(Cn2c[n+](Cc3ccccc3)cn2)cc1	1	8	3	-3	14	-45	-5	8	-2	-54
O=c1c2ccccc2c(-c2ccccc2)nn1-c1ccccn1	3	-2	2	0	3	-1	2	-9	-2	20
CCCCN(c1nc2ccccc2nc1Cl)S(=O)(=O)c1ccc(C)cc1	2	0	-4	-1	0	-11	6	2	0	1
O=S(=O)(CC(c1ccccc1)N1CCCCC1)c1ccc(Cl)cc1 (centres undefined)	6	0	5	-3	-37	-5	-28	-3	9	18
COc1ccc(/C=N/NC(=O)CNC(=O)c2ccncc2)cc1OC	1	5	7	-1	15	-3	-7	-5	4	-6
Cc1cc(C)n2nc(C(=O)Nc3ccc4c(c3)OCO4)cc2n1	9	2	0	-2	-84	13	-130	3	-2	24
O=C1COc2ccc(C(=O)CSc3nnc(Cc4ccccc4)o3)cc2N1	nt	0	nt	1	2	-8	nt	2	-2	3
Cn1ncc([N+](=O)[O-])c1C(=O)N1CCOCC1	-1	-1	-1	2	-14	-8	-8	1	1	-10
O=C(CN1CCN(S(=O)(=O)c2ccc3ccccc3c2)CC1)Nc1ccc2c(c1)CCC2	-1	-1	-6	7	29	3	-9	-1	8	38
O=C(NCc1cccnc1)C(=O)NCC1CCCO1 (centres undefined)	1	-2	4	-1	11	-2	-14	4	-4	-12
c1ccc(CNc2ncnc3c2oc2ccccc23)nc1	-2	0	-3	-4	-171	2	-9	-7	1	7
O=C(Nc1cccnc1)c1cc(-c2ccc(F)cc2)on1	0	-2	-15	-1	-17	21	-3	8	3	37
CS(=O)(=O)N(CC(=O)N1CCc2ccccc2C1)Cc1ccc(Cl)cc1	2	-4	5	4	7	10	-16	-3	-3	27
O=C(O)C(Cc1ccccc1)n1cnnn1 (centres undefined)	-2	2	2	1	5	-4	-12	-4	-1	-1
COc1ccc(NC(=O)CSc2nc(C(C)C)nc3c2c(=O)n(C)c(=O)n3C)c(OC)c1	-1	-2	8	0	18	1	5	-8	-1	5
CC(OC(=O)c1ccccc1)C(=O)NCCC1=CCCCC1 (centres undefined)	0	-5	0	3	8	-9	-29	1	0	11
COc1ccccc1OCC(=O)Nc1cc(C)ccc1NC(=O)c1ccco1	5	0	4	3	5	6	0	0	2	24
CSc1ccccc1NC(=O)c1ccc([N+](=O)[O-])cc1	-2	-1	-3	2	5	-1	-32	nt	-6	9
COCCNCCOc1ccc(C)cc1[N+](=O)[O-]	-2	-1	-8	-2	-5	0	-36	4	0	-13
CCOC(=O)/C=C/C(=O)OCC(=O)Nc1c(Cl)cccc1Cl	1	-3	-8	4	-25	-7	-31	1	2	-15
Cc1ccsc1C(=O)N(CC(C)C)c1c(N)n(Cc2ccccc2)c(=O)[nH]c1=O	0	0	0	-1	7	-3	0	-4	10	6

Only part of the results is shown; rates above refer to the full screens.
